# Bioassay records as filed in PubChem.
# PKA-R2B activ – activators of PKA-R2B holoenzyme, primary screen, biochemical, fluorescence polarization, Cy5-IP20, human. cAMP-dependent protein kinase catalytic subunit beta (Homo sapiens) + cAMP-dependent …. PKA-R2B holoenzyme dissociation; R2B truncated from residue 108, S112A mutant; 0% DMSO only, 100% 113 µM cGMP. activation, % at 11.4 µM. 340,000 tested, 0.079% active. AID 504700, 2011;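 active = activation above a cutoff set at the mean over all compounds plus 3 SD, cut at about 18% in these data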;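 also: higher means more holoenzyme dissociation and a rise in polarization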
# PKA-R1A activ – activators of PKA-R1A holoenzyme, primary screen, biochemical, fluorescence polarization, Cy5-IP20, bovine R1A, mouse PKAc; cAMP-dependent protein kinase type I-alpha regulatory subunit (Bos taurus) + …; PKA-R1A dissociation; scaled: DMSO 0%, 113 µM cGMP 100%; activation, % at 11.4 µM; 340,000 tested, 0.083% active; AID 504707, 2011;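 active = percent activation above the mean of all tested compounds plus 3 SD, cut at about 19% in these data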;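 also: higher means more PKAc released from R1A so a rise in polarization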
# Pemphigus Ab inh – inhibitors of pemphigus antibody binding to DSG3, primary screen, biochemical, bead-based, flow cytometry, scFv-GFP; 310,000 tested, 0.48% active; Desmoglein-3 (Homo sapiens), P32926; DSG3-coupled beads, scFv-anti-DSG3-GFP binding; hits give low values; binding (percent of control), % at 10 µM;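 active = binding more than 3 SD below its plate's average and above zero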;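 also: hits lower antibody fragment binding to DSG3; some compounds called inactive have numbers as strong as hits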
# HTR5A inv ctr – HTR5A inverse agonists in luminescence cell assay, primary screen, counter-screen for OPRM1-OPRD1 heterodimer inverse agonist project, full-deck HTS; HTR5A cell line, inverse agonism; inhibition, % at 9.3 µM; AID 504634, 2011; 340,000 tested, 0.083% active; in the data active = inhibition mostly above about 23%, no sharp cut-off; inactive = mostly below about 18%;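 also: 0% = cells with DMSO and 100% = no-cell wells with DMSO; some compounds called inactive have numbers as strong as hits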
# Target sequence (P47898 whole entry, looked up): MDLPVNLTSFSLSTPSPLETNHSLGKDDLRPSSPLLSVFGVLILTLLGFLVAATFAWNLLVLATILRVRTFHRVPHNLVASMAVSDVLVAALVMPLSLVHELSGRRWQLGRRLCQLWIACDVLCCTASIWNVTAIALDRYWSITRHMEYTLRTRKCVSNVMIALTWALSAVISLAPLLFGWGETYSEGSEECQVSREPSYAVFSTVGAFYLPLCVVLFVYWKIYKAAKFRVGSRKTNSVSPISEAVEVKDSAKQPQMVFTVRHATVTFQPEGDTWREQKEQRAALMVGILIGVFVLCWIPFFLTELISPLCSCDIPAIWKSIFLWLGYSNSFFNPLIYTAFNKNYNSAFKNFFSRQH
# OPRM1-OPRD1 ag – agonists of OPRM1-OPRD1 heterodimerization, primary screen, cell-based, luminescence | cells | activation, % at 9.3 µM | 340,000 tested, 0.3% active | Mu-type opioid receptor (Homo sapiens) + Delta-type opioid receptor (Homo sapiens), …; in the data active = activation above about 18%;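 also: 0% = vehicle-treated cells and 100% = reference agonist; values of inactives mirror those of a sister screen read the other way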
# Arr AP2 block – inhibitors of beta-arrestin/AP2 binding, primary screen, biochemical, GPCR trafficking, flow cytometry | beta-arrestin 1 C-terminal peptide binding to AP2 beta2-adaptin appendage (human) | FITC-arrestin peptide / GST-AP2 beads; AP2 beta2 appendage carries R879A mutation | inhibition, % at 10 µM | 340,000 tested, 0.31% active;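 active = inhibition above a set limit, near 3 SD of compounds lacking own fluorescence, cut at about 54% in these data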;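 also: plate controls were DMSO wells for no effect and 5 µM unlabelled arrestin peptide for full effect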
#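 System: GST-AP2 R879A glutathione beads. Medium: PBS with 0.05% Tween 20 and 0.1% BSA. Also added: FITC-arrestin peptide, 50 nM. Incubation: 12 min plus 1 h, RT. Measured by: high-throughput flow cytometry of beads, ex 488, em 535 nm. Evaluation: percent drop in bead-associated FITC signal.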
# V-ATPase pHluor – regulators of yeast V-ATPase proton pumping, primary screen, pHLuorin cytosolic pH fluorescence. 350,000 tested, 0.37% active. response, % at 10 µM. AID 504577, 2011. S. cerevisiae; in the data active = response mostly above about 7.3%, no sharp cut-off; inactive = mostly below about 5.4%; also: actives read high; inactives centre near 0; some compounds called inactive have numbers as strong as hits; reference of the scale not given here
# DAGLB inhibitor – DAGLB lipase inhibitors, primary screen, biochemical, fluorescence, HTS | HEK293T DAGLB membrane lysate, EnzChek fluorogenic substrate | 340,000 tested, 0.059% active | inhibition, % at 5.17 µM | Diacylglycerol lipase-beta (Homo sapiens), Q8NCG7; in the data active = inhibition above about 34%;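 also: 0% = enzyme with vehicle and 100% = wells lacking enzyme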
# Target sequence (Q8NCG7 whole entry, looked up): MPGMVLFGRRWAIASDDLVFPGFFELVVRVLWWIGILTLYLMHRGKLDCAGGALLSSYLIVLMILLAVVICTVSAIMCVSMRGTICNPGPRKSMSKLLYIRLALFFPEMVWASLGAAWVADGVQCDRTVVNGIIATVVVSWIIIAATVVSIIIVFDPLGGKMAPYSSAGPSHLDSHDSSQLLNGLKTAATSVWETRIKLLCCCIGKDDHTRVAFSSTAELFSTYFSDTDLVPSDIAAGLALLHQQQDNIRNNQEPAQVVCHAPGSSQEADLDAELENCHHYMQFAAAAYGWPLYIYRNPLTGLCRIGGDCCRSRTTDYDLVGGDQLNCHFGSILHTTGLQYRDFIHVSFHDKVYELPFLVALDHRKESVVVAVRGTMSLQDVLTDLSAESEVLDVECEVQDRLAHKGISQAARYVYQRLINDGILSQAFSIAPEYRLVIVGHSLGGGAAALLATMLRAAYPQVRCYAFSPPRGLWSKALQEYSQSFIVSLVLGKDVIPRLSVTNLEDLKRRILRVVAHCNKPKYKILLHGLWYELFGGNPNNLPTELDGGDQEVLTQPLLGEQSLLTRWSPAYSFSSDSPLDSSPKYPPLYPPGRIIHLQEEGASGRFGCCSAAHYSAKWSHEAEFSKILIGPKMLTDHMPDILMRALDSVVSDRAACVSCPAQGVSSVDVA
# MOR-DOR inv ag – inverse agonists of MOR-DOR heterodimerization, primary screen, cell-based, luminescence | 340,000 tested, 0.21% active | Mu-type opioid receptor (Homo sapiens) + Delta-type opioid receptor (Homo sapiens), … | inhibition, % at 9.3 µM | cell-based MOR-DOR heterodimer luminescence, inverse agonism; in the data active = inhibition above about 22%, passing the limit was not always enough;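 also: 0% = cells with DMSO and 100% = wells without cells with DMSO; values of inactives mirror those of a sister screen read the other way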
# HTR5A ag – HTR5A agonists in luminescence cell assay, primary screen, counter-screen for OPRM1-OPRD1 heterodimer agonist project, full-deck HTS; 340,000 tested, 0.61% active; cell-based; AID 504692, 2011; activation, % at 9.3 µM; 5-hydroxytryptamine receptor 5A (Homo sapiens), P47898; in the data active = activation mostly above about 9.5%, no sharp cut-off; inactive = mostly below about 7.6%;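 also: 0% = cells with vehicle only and 100% = reference agonist; strong numbers were not always called active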
# * hit, by the source's call; / = not tested or not shown; & = joins results of further samples.
SMILES,PKA-R2B activ,PKA-R1A activ,Pemphigus Ab inh,HTR5A inv ctr,OPRM1-OPRD1 ag,Arr AP2 block,V-ATPase pHluor,DAGLB inhibitor,MOR-DOR inv ag,HTR5A ag
CSc1nc2ccc(NC(=O)COc3ccccc3F)cc2s1,14,-10,/,-14,-1.1,0,-2,-11,4,7
Nc1nc(SCc2nc3sc4c(c3c(=O)[nH]2)CCCC4)n[nH]1,-14,-5,110,22,-0.9,18,-1,4,5,-1
O=C(CSCc1ccccc1)NC1CCSC1=O (configuration not stated),6,9,102,8,-2.4,5,-1,0,12,-4
COCCCN(C(=S)Nc1cc(C)cc(C)c1)C(C)c1ccncc1 (configuration not stated),-6,10,107,-36,-1.0,22,-2,-2,5,3
COc1ccc(C(=O)NC2CCN(CC(=O)Nc3cccc(C)c3)CC2)cc1OC,1,-12,108,-5,-2.8,-19,5,0,16,3
COC(=O)[C@@]12CCCN1[C@H](c1ccc(-c3ccccc3)cc1)[C@H]1C(=O)N(C)C(=O)[C@H]12,-3,-1,146,20,-1.8,2,0,-3,10,-2
COc1ccc(C)cc1S(=O)(=O)NC1CCCCC1C (configuration not stated),-1,4,112,9,-1.4,2,-3,0,8,-2
N#Cc1c(SCc2ccccc2)sc(C(=O)c2ccccc2)c1N,-1,-4,102,2,1.6,4,-1,-4,-7,4
COc1ccc(NC2CC(=O)N(CCc3ccccc3)C2=O)cc1 (configuration not stated),-14,4,/,5,-1.2,-4,3,2,6,-3
O=C(CSc1nc2c(cnn2-c2ccccc2)c(=O)[nH]1)NC1CCS(=O)(=O)C1 (configuration not stated),-9,3,103,3,-0.5,2,1,0,3,0
COc1ccccc1OCCCC(=O)Nc1nnc(C2CCCO2)s1 (configuration not stated),-1,-6,106,21,2.5,1,-1,1,-10,-8
CCCCc1nc2cc(C(=O)N3CCCC(OCCC)C3)ccc2o1 (configuration not stated),-6,-8,/,-3,-0.7,-2,-1,-3,4,0
O=c1oc(=O)c2ccccc2c2ccccc12,-9,-2,113,-17,-2.5,-1,-4,0,13,4
O=C1CCCc2cc3c(cc21)CCCC3,5,-2,97,9,-1.9,10,3,-1,10,-2
Cc1occc1-c1nnc(SCC(=O)Nc2nc(C(C)(C)C)cs2)o1,0,14,97,-8,5.4,9,8,-15,-30,2
COC(=O)C1=CN(C(C)C)C=C(C(=O)OC)C1c1cc2c(cc1Br)OCO2,-4,-13,/,-7,-1.4,3,1,-2,7,0
C=CCN(C(=O)c1cccc(S(=O)(=O)N2CCN(C)CC2)c1)c1nc(-c2ccccc2)cs1,-8,4,/,-17,-2.4,-9,-4,-6,10,8
O=C(c1ccccc1F)N1CCN(c2cnn(-c3cccc(Cl)c3)c(=O)c2Cl)CC1,-1,-18,105,-2,-1.2,15,-1,-1,6,1
COc1cc(/C=N/N(CCO)C2=NS(=O)(=O)c3ccccc32)cc(OC)c1OC,-6,-9,97,-6,-2.7,3,-1,0,12,2
CN(C)CCOC(c1ccc(Cl)cc1)c1ccccn1 (configuration not stated),-2&-1,-11&-2,97,-7&-6,-1.1&-1.6,-2&5,-4&1,2&0,6&9,2&2
Nc1nonc1-c1nc2ccccc2n1CC(=O)Nc1ccccc1,-2,-4,97,/,/,7,4,-3,/,/
CC(=O)Nc1ccc(CN2CCCC(C(=O)c3ccc(C(F)(F)F)cc3)C2)cc1 (configuration not stated),-7,-14,103,17,11,-2,2,2,-61,-6
O=C(O)c1ccc([N+](=O)[O-])c2c1C(=O)c1ccccc1C2=O,2,-7,/,-7,11,7,1,0,-54,-3
OCCCn1c(C2CCCN2c2nc(-c3ccc(Cl)cc3)cs2)nc2cc(C(F)(F)F)ccc21 (configuration not stated),-7,-1,101,-1,5.3,-13,1,3,-24,5
CC(=NNC(=O)c1cccc(S(=O)(=O)N2CCOCC2)c1)c1ccc(Cl)cc1,-10,6,95,8,-1.2,-5,-1,-1,6,-2

# 5 compounds out of the list, ordered by SMILES length, largest number first:
SMILES,PKA-R2B activ,PKA-R1A activ,Pemphigus Ab inh,HTR5A inv ctr,OPRM1-OPRD1 ag,Arr AP2 block,V-ATPase pHluor,DAGLB inhibitor,MOR-DOR inv ag,HTR5A ag
O=C(c1ccccc1F)N1CCN(c2cnn(-c3cccc(Cl)c3)c(=O)c2Cl)CC1,-1,-18,105,-2,-1.2,15,-1,-1,6,1
CCCCc1nc2cc(C(=O)N3CCCC(OCCC)C3)ccc2o1 (configuration not stated),-6,-8,/,-3,-0.7,-2,-1,-3,4,0
COc1ccccc1OCCCC(=O)Nc1nnc(C2CCCO2)s1 (configuration not stated),-1,-6,106,21,2.5,1,-1,1,-10,-8
CSc1nc2ccc(NC(=O)COc3ccccc3F)cc2s1,14,-10,/,-14,-1.1,0,-2,-11,4,7
O=C(CSCc1ccccc1)NC1CCSC1=O (configuration not stated),6,9,102,8,-2.4,5,-1,0,12,-4

# The list goes on:
SMILES,PKA-R2B activ,PKA-R1A activ,Pemphigus Ab inh,HTR5A inv ctr,OPRM1-OPRD1 ag,Arr AP2 block,V-ATPase pHluor,DAGLB inhibitor,MOR-DOR inv ag,HTR5A ag
CN(C(=O)COC(=O)c1cccc(S(=O)(=O)N2CCCCC2)c1)C1CCS(=O)(=O)C1 (configuration not stated),-5,8,82,7,-0.2,-11,-3,-1,1,-3
CNC(=S)NN(c1ccccc1)c1ccccc1,-10,-15,100,3,1.0,9,3,-2,-5,3
O=C(OCC(=O)N1CCCC1=O)C1CCN(S(=O)(=O)c2c(Cl)cccc2Cl)CC1,-9,-13,/,6,-1.9,29,0,-2,10,3
CCCCCCOC(=O)C(C#N)c1nc2ccccc2nc1N1CCN(C)CC1 (configuration not stated),-7,-7,100,-2,5.5,2,-6,1,-27,-2
CC(NC(=O)CS(=O)(=O)c1ccccc1)c1ccccc1 (configuration not stated),-4,-16,109,-14,0.5,-2,-1,1,-2,6
CCN1CCN(C(=O)c2ccc3c(=O)n(CCc4ccccc4)c(=O)[nH]c3c2)CC1,3,-5,108,-20,-1.9,-5,0,-1,10,0
O=C(Nc1nc2c(Br)cccc2s1)C1CC1,-9,9,104,-19,1.8,-9,-3,0,-10,5
CCOc1ccc(S(=O)(=O)n2nc(C)cc2C)cc1,-2,-1,108,0,-1.3,7,-1,3,7,2
COc1ccc(C(C(=O)NCC2CCCO2)N(C(=O)CNC(=O)c2ccco2)c2cc(C)ccc2C)cc1OC (configuration not stated),-14,-12,106,-12,-0.1,25,/,-1,0,6
O=S(=O)(Nc1ncccn1)c1ccc(NC(=S)NCCc2ccc(Cl)cc2)cc1,-6,-4,101,-17,-4.3,-1,-1,4,20,-1
O=C(c1cc2cc(Br)ccc2o1)N1CCCC1,-12,15,111,10,-1.3,-8,2,-1,9,9
COc1ccccc1NCC(=O)NC(=O)NC1CCCCC1,0,-8,113,-11,0.5,36,-3,4,-3,3
Cc1ccc2cc(CN(C(=O)c3cccnc3)C(C)C)c(=O)[nH]c2c1,-8,-3,100,-3,-1.9,-5,1,0,10,0
Cn1c(=O)n(Cc2ccccc2)c(=O)c2c1nc1n2CCN1Cc1ccco1,-15,-7,100,/,/,11,3,2,/,/
O=C(Cn1cccc1C(=O)c1ccccc1)NCCN1CCCCCC1,7,-4,/,10,-1.1,4,3,2,6,-4
CC(C)c1ccccc1OCC(=O)N1CCCCCCC1,6,-2,118,-3,-0.1,-5,-1,-9,0,1
Cc1ccc(NC(=O)C2CCCN2S(=O)(=O)c2ccc3c(c2)n(C)c(=O)c(=O)n3C)cc1 (configuration not stated),-7,-12,100,-16,-3.2,6,-1,-3,17,5
Cc1ccc2[nH]c(CCN(C)C)c(CC#N)c2c1,5,-13,93,-15,-2.7,18,9,1,14,2
Cc1ccc(-n2c(C)cc(C(=S)N3CCOCC3)c2C)cc1C,-11,-8,96,1,7.0,18,-1,-2,-44,0
C/C=C(\C)C(=O)NCCN1C2=NC[C@H](Cc3ccccc3)N2C[C@@H]1Cc1ccc(OC)cc1,5,-1,104,4,-2.3,10,-1,3,12,-2
Cc1cccc(N2C(=O)SC(N(CC(=O)O)c3cccc(C)c3)C2=O)c1 (configuration not stated),4,6,/,-2,-2.1,25,-1,-3,12,1
CCc1nc2c(sc3nc4c(cc32)COC(C)(C)C4)c(=O)n1Cc1ccco1,6,-2,/,-2,-1.6,4,-3,-2,7,9
COc1cc(NC(=O)C2=C(N3CCOCC3)/C(=C\c3ccc(N(C)C)cc3)CCC2)cc(OC)c1OC,-15,-6,99,-6,4.2,3,5,-1,-22,4
CCCc1nc(NCCCOCC)c2nnn(Cc3ccccc3)c2n1,-6,-4,119,-23,4.6,8,4,-6,-23,8
Cc1cccc2c1-c1sc(C(=O)N3CCCCC3)cc1CO2,3,-6,110,3,0.6,-2,-3,-9,-3,-1
Cc1cc(C2(c3ccc(O)c(C)c3)OC(=O)c3ccccc32)ccc1O,-2,-6,110,-6,-1.3,3,2,-1,7,3

# Some of the entries above in another layout:
# Results follow in this order: PKA-R2B activ	PKA-R1A activ	Pemphigus Ab inh	HTR5A inv ctr	OPRM1-OPRD1 ag	Arr AP2 block	V-ATPase pHluor	DAGLB inhibitor	MOR-DOR inv ag	HTR5A ag
- CCc1nc2c(sc3nc4c(cc32)COC(C)(C)C4)c(=O)n1Cc1ccco1
    6	-2	/	-2	-1.6	4	-3	-2	7	9
- COc1cc(NC(=O)C2=C(N3CCOCC3)/C(=C\c3ccc(N(C)C)cc3)CCC2)cc(OC)c1OC
    -15	-6	99	-6	4.2	3	5	-1	-22	4
- CCCc1nc(NCCCOCC)c2nnn(Cc3ccccc3)c2n1
    -6	-4	119	-23	4.6	8	4	-6	-23	8
- Cc1cccc2c1-c1sc(C(=O)N3CCCCC3)cc1CO2
    3	-6	110	3	0.6	-2	-3	-9	-3	-1
- Cc1cc(C2(c3ccc(O)c(C)c3)OC(=O)c3ccccc32)ccc1O
    -2	-6	110	-6	-1.3	3	2	-1	7	3
